# HSP90 refold inh = HSP90 refolding inhibition in rabbit reticulocyte lysate | luciferase refolding luminescence, 3 h | inhibition, % at 5.6 µM | 0.91% of 290,000 active | AID 1789;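 active = inhibition above the screen-wide mean plus 3 SD, computed separately per campaign, cut at about 16% in these data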;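 also: 0% = DMSO wells and 100% = 60 µM geldanamycin wells; inhibitors lower the luminescence because luciferase stays unfolded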
# HSF1 inhib = HSF1 inhibition. NIH3T3-HGL HSE-luciferase, MG132-induced, luminescence 8 h; hits give low values. AID 2098. 0.77% of 300,000 active. activity change, negative = inhibition, % at 7.5 µM (by protocol);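 active = more than half of replicate wells show activity change below -50%, luminescence cut by over half; inconclusive = some wells, but at most half, below -50%; inactive = no replicate well below -50%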;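 also: luciferase reports HSF-1 transcriptional activity via heat shock element; 0% = median of DMSO wells and -100% = zero luminescence signal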
# HDAC3 inhib = blocks human histone deacetylase 3; O15379; recombinant HDAC3, fluorogenic peptide/trypsin coupled, fluorescence; inhibition, % at 8.3 µM; 0.15% of 320,000 active; AID 2718; in the data active = inhibition above about 26%, passing the limit was not always enough; inconclusive = no clear call, values can overlap the other calls
# Target sequence (O15379 whole entry, looked up): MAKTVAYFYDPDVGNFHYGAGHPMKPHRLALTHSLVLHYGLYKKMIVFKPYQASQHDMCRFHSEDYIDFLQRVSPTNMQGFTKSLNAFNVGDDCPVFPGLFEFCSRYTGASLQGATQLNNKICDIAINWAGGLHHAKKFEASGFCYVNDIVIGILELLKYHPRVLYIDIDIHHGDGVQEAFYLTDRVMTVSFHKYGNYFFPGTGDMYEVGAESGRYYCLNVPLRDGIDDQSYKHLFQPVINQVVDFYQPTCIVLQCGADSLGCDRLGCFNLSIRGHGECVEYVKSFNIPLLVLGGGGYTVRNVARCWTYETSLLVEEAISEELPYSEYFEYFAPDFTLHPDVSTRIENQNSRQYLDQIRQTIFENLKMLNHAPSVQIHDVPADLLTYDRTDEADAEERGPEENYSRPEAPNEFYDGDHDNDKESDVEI
# aSyn UTR inh = 5' untranslated region of α-synuclein, MLPCN primary screen; 0.82% of 300,000 active; inhibition, % (tested at 7.5 µM); AID 1813; alpha-synuclein 5'UTR reporter, inhibitor activity; in the data active = inhibition above about 60%; inconclusive = no clear call, values can overlap the other calls;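 also: H4 neuroglioblastoma cells stably carrying SNCA 5'UTR luciferase fusion; 0% = DMSO wells and 100% = positive control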
# KLF5 inhibitor = suppresses KLF5 promoter-driven expression | DLD-1 KLF5 promoter-luciferase reporter, luminescence | inhibition, % at 5 µM | 0.23% of 290,000 active;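 active = inhibition above a per-plate limit of that plate's mean compound inhibition plus 3 SD, cut at about 60% in these data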;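 also: 0% = DMSO wells and 100% = LY294002 at 200 µM; higher means less KLF5 promoter-driven luciferase light; inactives centre near -14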
# IEC-6 cytotox = IEC-6 cytotoxicity, counter-screen for KLF5 inhibitors; luminescence viability; inhibition, % at 5 µM; 0.78% of 290,000 active; AID 1825; in the data active = inhibition above about 22%;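 also: 0% = plate median of test compound wells and 100% = cytotoxic reference compound wells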
# Platelet DG rel = modulates dense granule release in human platelets | human platelet-rich plasma, SFLLRN dense granule ATP release, luminescence | 0.22% of 300,000 active | inhibition, %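 (compounds screened at 7.5 µM in platelet-rich plasma)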;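 active = mean replicate score, as percent of positive control, at or above 50; inconclusive = mean below 50 but at least one replicate at or above 50; inactive = mean and every replicate below 50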
# HIF activator = HIF pathway transcriptional activation. AID 1910. activation, % at 7.5 µM (by protocol). 0.32% of 300,000 active. U2OS HRE-luciferase reporter, luminescence; normalized: DMSO 0%, desferrioxamine 100%;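 active = mean activation of at least 10% of the iron chelator positive control signal, with at least half of replicates also reaching 10%; inconclusive = mean and replicate majority disagree about reaching 10%; inactive = mean and most replicates under 10%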
# AI-2 QS modul = modulates the Vibrio harveyi AI-2 quorum sensing system | activity change, % at 7.5 µM | Vibrio harveyi JMH597 AI-2 luminescence/OD600 ratio, 9 h; hits give low values; strain lacks LuxN and CqsS sensors; 0 = neutral-control median | 0.4% of 300,000 active | AID 2094; in the data active = activity change below about -75%, passing the limit was not always enough; inconclusive = no clear call, values can overlap the other calls;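 also: luminescence divided by OD600 gain over 9 h not by final OD600 alone; inactives centre near 13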
# HSF-1 act = increases HSF-1 driven luciferase reporter signal; NIH3T3-HGL HSF-1 luciferase reporter, MG132, 8 h; 100% = twice DMSO control signal; activation, % at 9 µM; 1.7% of 300,000 active;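 active = mean replicate activation of at least 50% with a set share of replicates each reaching 50%; inconclusive = only one of those two conditions met; inactive = mean below 50% and too few replicates reaching it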;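 also: 0% = median of the neutral control wells and 100% = twice that signal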
# Numbers without * were called inactive; ? = inconclusive; nt = not tested or not shown.
Molecule,HSP90 refold inh,HSF1 inhib,HDAC3 inhib,aSyn UTR inh,KLF5 inhibitor,IEC-6 cytotox,Platelet DG rel,HIF activator,AI-2 QS modul,HSF-1 act
CCC(=O)Nc1ccc(C(=O)CSc2nnc(-c3ccccc3F)n2CCc2ccccc2)cc1,3.6,1.5,5.8,-1.9,2.2,-1.5,5.5,-2.0,2.5,-3.5
CC1=NOC(=O)/C1=C\c1ccccc1,-2.9,26.4,2.6,23.2,-17.3,-0.1,-12.9,-0.1,11.9,54.7*
COc1ccccc1NC(=O)c1ccc(NC(=O)COC(=O)C2CCCCC2)cc1,-1.4,6.7,-2.5,0.8,-16.1,-3.1,-8.6,0.1,35.7,3.9
COc1ccc(CN2CCN(CC=C(C)C)C(CCO)C2)cc1Cn1cncn1 (stereo not drawn),1.7,2.5,1.7,17.3,-14.6,5.3,3.0,0.2,7.4,-7.4
O=c1c2sc3nc(N4CCOCC4)c4c(c3c2ncn1CCc1ccccc1)CCCC4,-4.2,nt,-6.2,nt,10.4,-6.5,-2.1,nt,19.9,nt
CC1(C)Cc2c(C#N)c(N)n(-c3ccccc3)c(=S)c2CO1,-4.0,27.9,-0.1,-2.4,-12.5,0.1,0.5,-0.5,14.1,?
COc1cc(NC(=O)c2cc3ccccc3cc2OC)ccc1NC(=O)c1cccs1,2.6,-57.7*,-5.4,-1.3,-16.6,5.7,-1.8,-1.4,11.4,-58.5
COC(=O)c1cc2nc(-c3ccc(OC)c(OC)c3)cc(C(F)(F)F)n2n1,-4.1,nt,-1.4,nt,-37.7,5.4,nt,nt,nt,nt
Cc1[nH]n(-c2ccccc2)c(=O)c1N=Nc1ccc2c(c1)OCO2,2.4,?,0.1,-214.5,-10.4,2.7,-17.9,1.1,18.3,-58.1
Cn1c(Cc2ccccc2)nnc1SCC(=O)Nc1ccccc1N1CCOCC1,0.8,-0.2,-2.2,5.6,11.4,-10.8,1.1,-0.2,5.2,5.9
Cc1ccc(CSCc2nnc(SCC(=O)N3CCN(c4ccccc4)CC3)n2C)cc1,-0.7,10.2,-4.5,-4.5,-24.1,-3.5,0.0,-0.1,18.2,8.7
Nc1c(C(=O)Nc2ccc(S(=O)(=O)N3CCCC3)cc2)sc2nc3cc4c(cc3cc12)CCC4,-2.5,2.5,-3.5,-43.9,-18.1,-7.3,-2.5,0.1,3.3,13.7
CSCCC(NC(=O)c1ccccc1)C(=O)NNC(=O)c1csc(N2CCOCC2)n1 (stereo not drawn),-0.4,-7.3,3.6,4.4,-43.0,4.9,-2.4,0.5,13.0,-5.0
CCCCn1c(N)c(N(CC)C(=O)CSCC(=O)Nc2ccc(OC)cc2)c(=O)[nH]c1=O,nt,2.7,3.6,7.3,nt,nt,2.0,-0.3,6.9,2.5
Fc1ccccc1CSc1nnc(-c2cccs2)o1,-0.3,41.9,-1.3,-127.8,-120.6,1.1,10.8,nt,-72.2,67.5*
Cc1[nH]n(-c2ccccc2)c(=O)c1/C=N/O,4.2,nt,7.5,39.0,-1.4,-0.1,-0.3,0.4,21.4,nt
COc1cc(-c2nnc(SCc3cc(=O)oc4cc(C)ccc34)o2)cc(OC)c1OC,6.5,20.0,-9.9,0.8,-37.8,-0.4,12.1,0.3,19.6,27.8
Cc1cc(NCCO)c2ccccc2n1,2.2,-0.8,-1.2,0.7,-43.6,7.7,0.1,-0.3,6.5,6.9
O=C(O)c1ccc(Cl)c(S(=O)(=O)N2CCCC2)c1,-1.6,8.9,-3.0,2.3,-19.7,-0.5,-2.2,0.0,18.6,-0.3
COC(=O)c1c(N)sc(C(C)=O)c1C,-2.4,-7.4,0.7,-18.0,-9.4,-0.7,9.7,-0.1,4.3,3.4
Cc1ccc(-c2nn3c(C)nnc3s2)cc1NC(=O)C(C)C,0.7,-4.0,3.2,-5.8,-25.3,2.2,6.1,-0.3,36.3,-8.8
O=C1C2C3C=CC(C3)C2C(=O)N1c1cccnc1 (stereo not drawn),1.9,-3.5,-12.9,18.8,-0.8,8.1,6.4,-0.5,7.5,4.7
CC(NCc1ccc(OCc2ccc(Cl)cc2)cc1)C(O)c1ccccc1 (stereo not drawn),1.6,2.2,-2.4,-38.7,-42.4,7.9,6.0,0.6,-3.9,8.4
CC(C)C[C@H](N)c1cn([C@@H](Cc2ccc(O)cc2)C(=O)N2CCNCC2)nn1,7.5,-5.9,2.6,-15.6,-12.7,1.3,-6.3,-0.3,9.2,20.9
CCOC(=O)C1CCN(CC(C)(C)NS(=O)(=O)c2ccc(C)cc2)CC1,-1.4,-0.8,-0.6,-10.1,-6.4,0.7,-1.1,-8.4,31.5,-4.5
COc1ccc(NS(=O)(=O)c2cccc(C(=O)NNC(=O)c3cc(S(N)(=O)=O)ccc3OC)c2)cc1,nt,-1.3,nt,2.9,nt,nt,-40.0,-0.3,-2.7,6.5
COc1ccccc1NCCC(=O)OCC(=O)NC1CCCCCC1,1.2,-6.6,-0.7,-14.5,-19.5,-2.6,-6.7,-0.1,9.6,1.8
CN1C2CCC1CC(OC(c1ccccc1)c1ccccc1)C2 (stereo not drawn),1.6,nt,2.4,-23.3,-17.2,-3.2,4.7,nt,19.5,nt
Oc1ccc(/C=N/Nc2ccc(C(F)(F)F)cn2)c(O)c1,-5.0,14.6,?,-23.9,-82.3,-4.4,10.7,14.8*,21.8,10.3
CCOc1ccc(S(=O)(=O)N2CCC(C(=O)NCC3CCCO3)CC2)cc1Cl (stereo not drawn),-0.9,-0.8,-3.5,33.2,-12.5,5.9,1.2,-0.1,17.6,18.4
O=C(COC(=O)CCSc1ccc(Cl)cc1)NCc1ccco1,-1.7,2.4,-0.5,-7.0,5.0,-4.2,-2.6,0.3,6.6,4.1
Cn1c(CCC(=O)Nc2cc(S(C)(=O)=O)ccc2Cl)nc2cc(S(=O)(=O)N3CCOCC3)ccc21,nt,-2.2,6.2,2.8,nt,nt,-5.7,-0.4,-2.1,3.9
COCCOC(=O)c1c(C)oc2ccc(OCC=C(C)C)cc12,5.8,-4.8,7.9,26.4,-9.1,5.8,-9.2,-0.3,8.2,-11.3
COc1ccc(NS(=O)(=O)c2ccc3oc(SC(C)C(N)=O)nc3c2)cc1 (stereo not drawn),-0.4,5.2,-2.3,-12.0,-34.0,6.8,-6.4,0.7,5.9,-16.7
COc1ccc(OC)c(NC(=O)CCCCCn2nnc3ccccc3c2=O)c1,0.9,1.6,-1.9,17.8,-5.9,0.0,-3.8,0.4,8.6,-14.1
CCC(C)NC(=O)COC(=O)c1ccc(Cl)cc1O (stereo not drawn),-0.2,-5.3,-7.2,13.0,-12.2,-0.5,-0.9,-1.0,17.9,21.9
COc1ccc(/C=C(\NC(=O)c2ccc(OCC(C)C)cc2)C(=O)OCc2ccco2)cc1,10.3,0.8,8.5,7.2,3.7,-1.2,9.5,-0.2,4.9,-2.5
CCN1C(=O)[C@H]2[C@@H](c3ccc(-c4ccc(F)cc4)cc3)N[C@@](Cc3ccccc3)(C(=O)OC)[C@H]2C1=O,nt,7.7,9.6,38.0,nt,nt,0.1,-0.8,21.1,19.5
CC(=O)c1ccc(-c2cccs2)s1,2.2,9.2,nt,-21.6,-16.1,-0.3,25.2,-17.5,-14.1,21.2
CC(C)(C)c1cc(/C=N/O)cc(C(C)(C)C)c1O,-3.6,-10.1,3.0,-5.4,-20.9,0.0,-13.1,0.1,10.9,-12.1
COC(=O)c1cc(OC)c(OC)cc1NC(=O)c1cc(C(C)(C)C)oc1C,-2.7,3.0,nt,28.3,2.3,-3.3,12.3,-0.4,15.1,-2.5
COC(=O)c1ccc(C2C(C(=O)c3cc4ccccc4o3)=C(O)C(=O)N2c2cc(C)on2)cc1 (stereo not drawn),-2.5,32.5,5.3,-19.2,-11.2,-3.0,2.7,0.0,32.3,40.0
COC(=O)C1=C(C)NC2=C(C(=O)CC(c3cccs3)C2)C1c1ccsc1 (stereo not drawn),6.4,24.1,-2.1,0.5,21.5,15.7,1.7,1.8,4.6,24.3
CCOc1ncnc2c1[nH]c1ccccc12,-4.2,-8.6,-28.6,-8.9,-72.0,1.3,12.2,0.5,10.4,9.8
CCOc1ccccc1NC(=O)COC(=O)CC(C)(C)CC1=NS(=O)(=O)c2ccccc2N1,-0.3,-6.2,5.4,1.4,-10.4,18.0,4.8,1.8,6.9,-7.1
O=c1oc2ccccc2cc1-c1ccccc1,-1.2,5.0,-16.0,-118.0,-47.2,7.1,8.0,2.8,-0.5,14.9
Cc1csc(NS(=O)(=O)c2cccc([N+](=O)[O-])c2)n1,4.1,-1.5,-4.1,6.7,-12.4,1.2,1.9,-0.7,18.3,-8.5
CC1CC(C)CN(C(=O)Cn2c(=O)c3cccn3c3cccnc32)C1 (stereo not drawn),-1.6,-0.6,-1.1,-12.1,-52.7,-11.0,11.5,-0.2,31.8,5.8
COc1ccc(CN2CCNC(=O)C2CC(=O)N(C)Cc2ccncn2)c(OC)c1 (stereo not drawn),-5.0,-1.0,-0.9,14.1,-7.9,3.9,2.1,-0.2,20.4,4.7
CCN(CC(=O)Nc1ccccc1OC)C(=O)c1cc(S(=O)(=O)N2CCCCCC2)ccc1OC,nt,2.7,11.5,-4.6,nt,nt,-8.6,1.8,17.5,0.8

# (next part)
Molecule,HSP90 refold inh,HSF1 inhib,HDAC3 inhib,aSyn UTR inh,KLF5 inhibitor,IEC-6 cytotox,Platelet DG rel,HIF activator,AI-2 QS modul,HSF-1 act
Cc1cc(C(=O)N/N=C/c2cn(C)nc2C)c2ccccc2n1,0.9,-3.2,10.2,-18.0,-0.2,6.1,6.5,0.4,11.3,-3.9
COC(=O)Cn1c(=O)oc2ccc(C)cc21,0.6,-4.0,5.7,10.3,-21.1,-0.4,6.2,-0.3,-0.1,-17.5
O=C(Nc1ccc2c(c1)C(=O)NC2=O)c1ccccc1Cl,-2.4,-1.2,-26.1,-0.6,-33.5,0.0,-23.0,0.1,-1.8,3.5
CCOC(=O)N1CCC(Nc2ccc(N3C(=O)C4CCCCC4C3=O)cc2[N+](=O)[O-])CC1 (stereo not drawn),-0.7,-2.0,9.1,14.8,14.0,4.8,-6.2,-0.4,21.1,-3.7
NC1=C([N+](=O)[O-])C(c2ccc3c(c2)OCO3)C2=C(CCCC2=O)O1 (stereo not drawn),2.1,-1.4,-1.0,4.4,5.5,3.4,6.7,-1.3,15.2,6.6
Cc1nc(N2CCN(c3ccccn3)CC2)c2c(C)c(C(=O)Nc3c(C)cc(Br)cc3C)sc2n1,9.6,8.7,-6.1,-9.1,-11.4,0.1,-9.9,1.1,-2.2,3.3
Cc1nnc(NC(=O)CN2CCN(Cc3ccccc3Cl)CC2)s1,0.2,-3.1,4.6,23.0,-16.4,2.2,3.4,-2.5,15.2,-0.2
O=[N+]([O-])c1ccc(Cl)c(S(=O)(=O)N2CCCCCC2)c1,-3.2,-1.2,-7.6,3.1,-5.6,-4.5,1.7,-0.8,22.9,11.4

# Rows are unselected; overall some 5% were active at least once.
